Assay outcomes: PubChem, several laboratories
BoNT-F LC inh = inhibitors of Botulinum neurotoxin F light chain protease. Multiplex microsphere protease cleavage assay, flow cytometry. inhibition, % at 10 µM. 360,000 compounds, 0.22% hits; in the data active = inhibition above about 35%, passing the limit was not always enough; inconclusive = no clear call, values can overlap the other calls; note: plate controls were buffer without enzyme for full effect and enzyme alone for no effect
SSB-PriA inh = K. pneumoniae PriA-SSBct interaction inhibition | AlphaScreen SSBct-PriA binding, biotinylated peptide | inhibition, % at 33 µM | AID 1272365 | 430,000 compounds, 0.6% hits; in the data active = inhibition mostly above about 37%, no sharp cut-off; inactive = mostly below about 20%;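 note: plate controls were negative control peptide for no effect and reference peptide for full effect; strong numbers were not always called active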
BoNT A protease = inhibitors of Botulinum neurotoxin A light chain protease | inhibition, % at 10 µM | multiplex microsphere protease substrate cleavage, flow cytometry | 360,000 compounds, 0.17% hits; note: plate controls were buffer without enzyme for full effect and enzyme alone for no effect
MazEF act = activators of E. coli MazEF toxin-antitoxin RNase | P0AE70 | 350,000 compounds, 0.32% hits | FAM/BHQ RNA-DNA oligo cleavage fluorescence, 5 h | activation, % at 20 µM; in the data active = activation above about 50%
Target sequence (P0AE70 whole entry, looked up): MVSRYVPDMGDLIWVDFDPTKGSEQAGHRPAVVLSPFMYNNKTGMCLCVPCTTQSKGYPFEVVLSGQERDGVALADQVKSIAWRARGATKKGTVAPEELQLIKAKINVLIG
DUSP3 inh = blocks human VHR1 dual specificity phosphatase | 290,000 compounds, 0.52% hits | P51452 | recombinant VHR phosphatase, pNPP absorbance | AID 1654 | inhibition, % at 13.3 µM; in the data active = inhibition above about 50%; note: some compounds called inactive have numbers as strong as hits
Target sequence (P51452 whole entry, looked up): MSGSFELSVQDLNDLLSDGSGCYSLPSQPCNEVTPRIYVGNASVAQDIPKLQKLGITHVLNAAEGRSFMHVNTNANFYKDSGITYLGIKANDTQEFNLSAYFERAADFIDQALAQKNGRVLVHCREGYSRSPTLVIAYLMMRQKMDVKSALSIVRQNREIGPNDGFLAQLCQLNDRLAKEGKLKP
3CLpro inhibitor = SARS-CoV 3CLpro protease inhibition; P0C6X7; recombinant SARS-CoV 3CLpro, quenched FRET peptide cleavage; inhibition, % at 6 µM; 290,000 compounds, 0.14% hits; AID 1706; in the data active = inhibition above about 12%
CCHFV vOTU inh = blocks the CCHF virus ovarian tumor domain protease. CCHFV vOTU protease, Pep-AMC fluorescence. inhibition, % at 11.5 µM. 370,000 compounds, 0.55% hits; in the data active = inhibition above about 30%; note: 0% = vehicle wells with enzyme and 100% = no enzyme wells
Rv3671c inh = inhibits the M. tuberculosis serine protease Rv3671c; P9WHR9; inhibition, % at 5.96 µM; 320,000 compounds, 0.048% hits; AID 2606; in the data active = inhibition above about 38%;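 note: extracellular domain of Rv3671c used as enzyme; 0% = enzyme with DMSO and 100% = no enzyme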
Target sequence (P9WHR9 whole entry, looked up, the tested form may be a part): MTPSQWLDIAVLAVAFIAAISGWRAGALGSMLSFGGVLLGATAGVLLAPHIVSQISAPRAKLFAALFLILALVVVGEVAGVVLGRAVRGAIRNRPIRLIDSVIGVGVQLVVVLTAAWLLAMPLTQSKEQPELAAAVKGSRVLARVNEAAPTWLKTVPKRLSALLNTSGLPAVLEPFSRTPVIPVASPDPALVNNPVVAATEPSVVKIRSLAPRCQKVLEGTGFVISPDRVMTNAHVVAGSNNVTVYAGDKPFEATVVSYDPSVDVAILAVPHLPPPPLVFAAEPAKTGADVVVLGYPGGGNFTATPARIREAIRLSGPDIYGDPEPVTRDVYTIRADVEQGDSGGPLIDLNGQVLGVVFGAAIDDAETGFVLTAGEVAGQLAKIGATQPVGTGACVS
PrPC TRFRET = inhibitors of human cell surface prion protein PrPC. P04156. TR-FRET read-out. inhibition, % at 13.8 µM. 370,000 compounds, 0.43% hits; in the data active = inhibition above about 24%; note: 0% = median of the test wells and 100% = reference compound wells
Anthrax LF prot = anthrax lethal factor protease inhibition | multiplex microsphere protease cleavage assay, LF | inhibition, % at 10 µM | 360,000 compounds, 0.12% hits | AID 588501; note: plate controls were buffer without enzyme for full effect and enzyme alone for no effect
The depositor's hits bear a star; ? = inconclusive; . = not tested or not shown. Cut-off read from the data, not from the text of the source, unless noted: active = inhibition above about 30%; inconclusive = no clear call, values can overlap the other calls; inactive = below that. Some of the compounds tested; the hit share may differ from the screen's.

SMILES	BoNT-F LC inh	SSB-PriA inh	BoNT A protease	MazEF act	DUSP3 inh	3CLpro inhibitor	CCHFV vOTU inh	Rv3671c inh	PrPC TRFRET	Anthrax LF prot
CCOC(=O)[C@@H]1[C@H]2COc3ccccc3[C@H]2N2C(=O)N(c3ccc(C)cc3)C(=O)[C@]12C	1.9	-2.2	0.7	5.2	5.0	0.8	7.3	10.0	-7.3	-0.4
CC(=O)NC(Cc1cccc(F)c1)C(=O)NC1CCN(c2ncccc2[N+](=O)[O-])CC1 (configuration not stated)	-2.4	6.2	-0.7	4.5	16.5	-0.5	-0.8	1.9	-11.1	1.3
O=C(CCCNS(=O)(=O)c1ccccc1)NCc1ccco1	-8.0	-1.7	0.7	3.1	11.9	1.1	-5.6	-1.5	6.8	-1.2
COc1cc2c(cc1OC)CN(C(=O)c1ccc(S(=O)(=O)N3CCCCCC3)cc1)CC2	-3.8	9.3	0.5	3.0	-1.7	-2.1	13.5	3.2	6.4	-0.3
C/C(=N\NC(=O)c1c[nH]c2ccccc12)c1ccc(C)o1	-3.7	.	-2.2	2.9	8.3	5.4	7.2	-0.2	1.6	-1.1
COc1ccccc1N1CCN(C(=O)C2CCCO2)CC1 (configuration not stated)	2.0	-8.1	1.3	-5.2	13.5	-4.5	6.3	5.6	-3.0	-7.8
CCN(CC)CCN(C(=O)c1ccc2ncsc2c1)c1nc2cc3c(cc2s1)OCO3	-3.9	18.6	1.2	3.3	24.0	-2.9	12.2	2.1	-7.2	-7.2
COc1cccc(CNC(=O)Cn2cc([N+](=O)[O-])cn2)c1	.	-8.2	.	10.5	17.6	1.1	9.2	0.7	-6.2	.
CCCC(=O)OCCNc1cc(Sc2nccn2C)c2nonc2c1[N+](=O)[O-]	-1.4	9.6	-0.4	5.6	10.4	-1.2	27.2	-1.2	-17.1	-1.3
CCOC(=O)c1cnn2c1[nH]c(=O)c1ccccc12	-21.0	-9.6	-0.6	-0.9	9.9	-1.7	5.0	0.1	5.0	-0.7
O=C(Oc1ccc2ccccc2c1)c1ccccc1	-14.8	-8.2	-0.9	-4.8	-9.8	-2.3	0.7	1.0	-3.9	-4.6
O=C(NCc1ccccc1F)Nc1ccc([N+](=O)[O-])cc1	-3.4	-11.5	0.0	6.9	56.4*	5.8	6.5	2.8	-16.1	-3.4
Nc1ccccc1OCCOc1ccccc1N	1.1	11.1	-0.7	0.6	14.1	-0.6	-2.0	0.5	10.8	6.9
CCC(C)c1ccccc1NC(=O)COc1ccc(-n2cnnn2)cc1 (configuration not stated)	7.5	0.4	1.9	-2.4	.	.	-8.1	-5.5	3.0	-2.9
Oc1ccc[n+](CCCCC[n+]2cccc(O)c2)c1	0.0	-7.2	0.2	5.4	9.3	5.7	0.8	6.7	1.6	-2.0
CCCOc1cccc(C2C(C(=O)c3ccc(C)o3)=C(O)C(=O)N2CCN2CCOCC2)c1 (configuration not stated)	3.4	1.3	-0.1	-9.0	9.1	0.5	9.4	-1.2	-4.4	-2.8
Cc1ccc(S(=O)(=O)C(C#N)c2nc3ccccc3nc2N2CCN(C)CC2)cc1C (configuration not stated)	?	-7.1	?	-5.2	14.6	1.6	-2.6	4.1	-6.0	?
COc1ccc(N2C(=O)CC(NCc3ccc(F)cc3)C2=O)cc1 (configuration not stated)	-0.7	-7.5	0.0	5.9	17.8	-5.3	7.8	-4.2	11.3	-0.1
Cc1cc(C(=O)OCC(=O)Nc2cc(Cl)ccc2C)c(C)o1	-8.1	0.0	2.2	2.1	.	.	9.2	2.3	8.7	5.1
c1ccc2c(c1)nc(NCCN1CCOCC1)c1nncn12	-9.8	-5.8	-0.3	2.9	-14.1	-1.6	-6.1	2.7	-2.0	-1.1
CC1Cc2ccccc2N1CC(=O)NCc1ccccc1Cl (configuration not stated)	-0.1	4.5	0.0	-1.4	-1.8	0.2	6.3	0.0	2.4	-1.5
O=C(O)C1CCCCC1C(=O)Nc1ccccc1C(=O)N1CCN(c2ccc(F)cc2)CC1 (configuration not stated)	5.7	-17.7	-0.1	3.7	-9.9	3.8	-19.7	-9.9	-7.1	0.1
O=C(NC(=S)Nc1ccc(S(=O)(=O)Nc2ncccn2)cc1)c1cccc(Br)c1	-0.4	-4.9	-0.9	-6.9	-3.8	1.6	4.0	-5.4	-9.8	0.3
CC1CN(C(=O)Nc2cccc(Cl)c2)C2(CCCCCC2)O1 (configuration not stated)	1.9	-5.6	0.2	-20.1	24.3	-0.5	-9.7	-0.9	-3.9	0.2
COc1ccc(-c2nn(CCC#N)cc2C(=O)Nc2ccccn2)cc1OC	?	-2.0	3.7	5.7	-1.9	0.1	-6.1	3.9	-6.4	27.0
O=c1[nH]c2ccccc2nc1-c1c[nH]c2ccccc12	0.5	-19.8	4.6	6.9	14.1	-0.9	13.6	7.7	-16.6	11.9
O=C(COC(=O)/C=C/c1ccc(OC(F)F)cc1)NCc1cccs1	-4.2	0.6	-0.3	-3.8	5.6	4.1	-4.5	1.9	7.5	1.1
CC(=O)Nc1cccc(N(C)C)c1	-23.3	-13.8	-1.2	-7.3	5.5	-0.3	8.1	-16.9	-0.7	0.0
O=C(NCCc1ccccn1)c1ccc(OC(F)F)cc1	-4.4	-23.5	-0.4	1.9	21.7	-1.1	-2.2	-2.4	-1.1	-11.7
CCOC(=O)C1(C(=O)OCC)NC(=O)CC1CC (configuration not stated)	-1.7	3.6	-0.2	1.9	.	.	-10.2	.	5.1	-2.4

Next section (5 carried over from the part before).
SMILES	BoNT-F LC inh	SSB-PriA inh	BoNT A protease	MazEF act	DUSP3 inh	3CLpro inhibitor	CCHFV vOTU inh	Rv3671c inh	PrPC TRFRET	Anthrax LF prot
O=c1[nH]c2ccccc2nc1-c1c[nH]c2ccccc12	0.5	-19.8	4.6	6.9	14.1	-0.9	13.6	7.7	-16.6	11.9
O=C(COC(=O)/C=C/c1ccc(OC(F)F)cc1)NCc1cccs1	-4.2	0.6	-0.3	-3.8	5.6	4.1	-4.5	1.9	7.5	1.1
CC(=O)Nc1cccc(N(C)C)c1	-23.3	-13.8	-1.2	-7.3	5.5	-0.3	8.1	-16.9	-0.7	0.0
O=C(NCCc1ccccn1)c1ccc(OC(F)F)cc1	-4.4	-23.5	-0.4	1.9	21.7	-1.1	-2.2	-2.4	-1.1	-11.7
CCOC(=O)C1(C(=O)OCC)NC(=O)CC1CC (configuration not stated)	-1.7	3.6	-0.2	1.9	.	.	-10.2	.	5.1	-2.4
COc1ccc2c(c1OC)C(=O)OC2	1.9	5.1	0.1	3.7	30.1	2.7	6.6	7.8	2.4	-4.4
COc1ccc(OCc2cccc(C(=O)Nn3cc([N+](=O)[O-])cn3)c2)cc1	-4.9	7.0	?	-0.4	-4.8	3.5	-0.5	0.4	-2.0	?
COC(=O)c1ccc(NC(=O)CCNS(=O)(=O)c2cccc3nonc23)cc1	2.6	10.4	0.0	-1.8	25.6	-7.6	4.2	2.6	-21.7	-2.8
O=C(N/N=C/C=C/c1ccco1)/C(=C/c1ccccc1)NC(=O)c1ccccc1	1.6	.	3.2	4.7	28.2	-4.0	20.4	4.1	-8.3	0.4
COc1ccc(Cl)cc1NC(=O)CN(C)C(=O)CN1C(=O)NC(C)(c2ccc3ccccc3c2)C1=O (configuration not stated)	6.4	4.8	0.2	-1.1	.	.	19.4	.	2.4	-0.1
CCOC(=O)C(CCCOc1ccccc1)C(=O)OCC	-1.2	-35.1	0.0	-2.2	-18.9	3.4	1.0	-0.7	5.0	0.7
O=C(CNC(=O)c1ccccc1F)Nc1ccccc1C(F)(F)F	0.9	-7.7	-1.1	-1.8	17.5	0.8	9.5	1.1	9.4	-0.1
CC(Sc1ccccc1)C(=O)NNC(=O)c1ccncc1 (configuration not stated)	?	-2.5	4.9	2.7	.	.	5.2	4.8	-6.0	4.1
Cc1ccc(NS(=O)(=O)c2ccc3c(c2)OCCCO3)cc1S(=O)(=O)N1CCOCC1	15.6	-4.8	0.2	1.2	.	.	4.3	6.7	2.6	4.8
Cc1cc(C)cc(NC(=O)COc2ccc(C(=S)N3CCOCC3)cc2)c1	-1.3	-18.4	0.0	14.4	20.4	-1.9	11.0	4.4	3.0	-2.9
CC[C@]12c3[nH]c4ccc(Cl)cc4c3CCN1C(=O)[C@@H](CC(=O)NCCCN(C)C)C[C@@H]2C(=O)N1CCN(C(=O)c2ccco2)CC1	-0.4	14.8	-0.2	17.2	.	.	-10.6	.	5.4	6.2
Cc1ccc(-c2[nH]nc3c2C(c2cccnc2)C(C#N)=C(N)O3)cc1 (configuration not stated)	0.1	-6.6	?	6.5	7.6	0.3	-11.3	-4.0	-5.1	-3.4
CCOC(=O)C1=CN(Cc2cccc(Br)c2)S(=O)(=O)N(CC)C1C (configuration not stated)	-6.4	-29.5	-0.3	-3.7	.	.	2.8	.	8.2	-6.3
CCCN1C(=O)c2cc(C(=O)NCc3ccc(OC)cc3)ccc2C1O (configuration not stated)	6.1	-8.7	-0.3	1.8	7.8	-4.9	-4.3	-3.8	2.8	0.0
CCN1CCN(S(=O)(=O)c2ccc(Cl)c(C(=O)NCCc3ccccc3)c2)CC1	1.2	-4.6	3.1	3.8	.	.	-2.6	2.6	-4.4	?
Cc1cccc2cc(COC(=O)COc3ccccc3)c(=O)[nH]c12	-8.5	-3.9	-0.2	-1.3	1.5	2.2	-13.9	-9.8	3.7	4.3
CN(CC(=O)Nc1cccc(Cl)c1)S(=O)(=O)c1ccc2[nH]c(=O)oc2c1	3.6	-8.8	-2.7	7.9	1.6	-4.6	24.7	-2.2	10.1	0.9
COc1ccc(-c2cc(=O)c(C(=O)c3ccc(C)cc3)n[nH]2)cc1	-2.9	-9.5	-1.6	0.5	1.8	0.5	1.1	-5.5	5.8	2.3
CC1=NN(C(N)=S)C(=O)C1N=Nc1ccccc1Cl (configuration not stated)	31.5	-6.9	-1.1	-2.4	-3.8	3.1	16.8	1.6	-0.4	5.5
CCn1c(SCC(=O)NC(=O)NCc2ccco2)nc2sc(C)c(C)c2c1=O	1.5	-2.2	0.5	-3.0	-10.5	-3.7	0.3	-1.8	4.4	1.9
COc1ccc(C(=O)Oc2cc(/C=N/NS(=O)(=O)c3ccccc3)ccc2OC)cc1	11.6	.	0.2	1.4	26.3	-3.6	10.0	-19.6	-9.5	-1.4
CCOC(=O)C1(CCOc2ccccc2)CCN(Cc2cnc(C)[nH]2)CC1	2.9	-8.7	0.6	-0.2	26.3	1.3	-6.8	6.8	6.5	-2.1
O=C(Nc1cccc(-c2nnco2)c1)c1cccs1	?	-9.3	-1.4	-4.4	18.6	-3.1	-12.5	-2.5	-4.0	14.5
O=C(OCC(=O)N1CCc2ccccc21)c1nc(Cl)ccc1Cl	-3.6	-1.9	-1.7	6.6	19.9	2.0	6.6	0.8	0.9	-2.6
O=C(c1ccc2c(c1)OCO2)N(CC1CCCO1)C1(C(=O)NC2CCCC2)CCCCC1 (configuration not stated)	.	-14.3	.	-2.0	6.5	0.5	4.2	13.3	5.0	.
CCCC(=O)Nc1c(-c2cccs2)c(=O)c2ccccc2n1C	-1.4	-21.2	2.0	1.8	10.4	-0.8	-16.4	-10.0	4.2	-0.1
CCNC(=O)NC(=O)C(C)Sc1nc2cc(C(=O)OC)ccc2c(=O)n1-c1ccccc1 (configuration not stated)	3.7	-20.8	0.1	10.8	26.3	1.9	4.3	-3.7	1.1	0.9
